From PubChem
LEDGF integ inh – blocks HIV-1 LEDGF/p75-dependent DNA integration. TR-FRET IN-LEDGF/p75 DNA integration, Eu/Cy5. inhibition, % at 3.7 µM. actives 0.64% (n = 370,000);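 active = inhibition above the screen-wide mean plus 3 SD, cut at about 13% in these data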;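 also: signal is the Cy5 over europium emission ratio at 671 and 618 nm; 0% = plate median of compound wells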
PG9 Ab binder – PG9 antibody binding by small molecule | actives 0.43% (n = 360,000) | TR-FRET gp120-PG9 antibody binding | inhibition, % at 6.7 µM | AID 624416; in the data active = inhibition above about 8.5%
PRMT1 inh – inhibitors of human PRMT1 | inhibition, % at 2.79 µM | actives 1.3% (n = 370,000) | recombinant PRMT1, activity-based probe fluorescence polarization;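 active = inhibition above about 21% made by adding two undisclosed values, limit read from the data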
HTRA1 inh – inhibitors of human serine peptidase HTRA1 | Q92743 | actives 0.5% (n = 340,000) | recombinant HTRA1, FP-rhodamine activity-based probe, fluorescence polarization | inhibition, % at 5.96 µM; in the data active = inhibition above about 36%;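 also: 0% = enzyme with DMSO and 100% = wells lacking enzyme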
Target sequence (Q92743 whole entry, looked up): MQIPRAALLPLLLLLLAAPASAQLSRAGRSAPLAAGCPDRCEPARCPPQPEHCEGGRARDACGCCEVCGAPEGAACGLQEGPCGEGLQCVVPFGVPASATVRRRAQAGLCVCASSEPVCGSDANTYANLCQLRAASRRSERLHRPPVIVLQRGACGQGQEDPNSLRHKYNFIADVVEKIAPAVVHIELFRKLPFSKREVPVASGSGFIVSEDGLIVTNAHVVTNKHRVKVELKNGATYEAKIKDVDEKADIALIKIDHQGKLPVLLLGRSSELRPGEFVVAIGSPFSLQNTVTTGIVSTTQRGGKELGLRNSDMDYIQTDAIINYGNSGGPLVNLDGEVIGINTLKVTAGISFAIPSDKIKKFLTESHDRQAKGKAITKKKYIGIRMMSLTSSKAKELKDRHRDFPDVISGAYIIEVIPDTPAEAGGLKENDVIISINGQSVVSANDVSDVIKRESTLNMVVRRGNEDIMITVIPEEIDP
rCAG RNA binder – r(CAG) repeat RNA binding; TO-PRO-1 dye displacement fluorescence; inhibition, % at 3 µM; actives 1.3% (n = 370,000); AID 651821;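 active = inhibition above the plate cutoff, the mean of all test compounds on that plate plus 3 SD, cut at about 35% in these data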;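 also: 0% = DMSO alone and 100% = 100 µM mitoxantrone as full dye displacement; higher means more dye released from RNA so lower well fluorescence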
MBD2 DNA inh – MBD2-methylated oligo binding inhibition. Q9UBB5. TR-FRET, MBD2 binding to methylated oligonucleotide. inhibition, % at 4.4 µM. actives 0.31% (n = 370,000); in the data active = inhibition above about 13%
UHRF1 binding – blocks human UHRF1 binding to methylated DNA; UHRF1 binding to methylated oligo, TR-FRET; inhibition, % at 4.4 µM; actives 0.75% (n = 370,000); AID 687016; in the data active = inhibition above about 21%;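 also: UHRF1 SRA domain binding a hemimethylated CpG hairpin DNA probe; 0% = median of test compound wells and 100% = reference inhibitor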
mABHD4 FP – inhibitors of mouse ABHD4. Q8VD66. purified mABHD4, FP-Rh probe fluorescence polarization. inhibition, % at 8.92 µM. actives 0.54% (n = 370,000). AID 720543;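 active = inhibition exceeding the mean over every tested compound plus 3 SD, cut at about 30% in these data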;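 also: 0% = plate median of compound wells and 100% = S159A mutant with DMSO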
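System: mouse ABHD4 enzyme, wild type / Medium: HEPES pH 7.0, NaCl, Pluronic buffer / Reagent: FP-Rh activity-based fluorescent probe / Control set: S159A mutant high control, sample median low control / Detection: fluorescence polarization with parallel and perpendicular emission, 525/598 nm / Schedule: 45 min + 60 min at 25 °C / Compound dosing: 8.92 µM, single dose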
TCR CD3 inh – inhibitors of human TCR-CD3 interaction; actives 0.37% (n = 360,000); inhibition, % at 9.4 µM; AID 651800; TAMRA-labeled TCR probe fluorescence, biochemical; in the data active = inhibition above about 19%;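 also: recombinant mutant TCR 2C K166C tagged with TAMRA read by polarization; 0% = receptor in buffer alone and 100% = receptor with positive control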
Rev-erbA mod – modulates human Rev-erb alpha binding to DNA; P20393; Rev-erbα–FITC-DNA binding, fluorescence polarization, 90 min; activity, % at 10 µM; actives 0.79% (n = 370,000); AID 1259318;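 active = activity above about 14%, limit read from the data; passing the limit was not always enough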;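 also: 0% = DMSO wells with 35 nM protein and 100% = DMSO wells with 750 nM protein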
Target sequence (P20393 whole entry, looked up): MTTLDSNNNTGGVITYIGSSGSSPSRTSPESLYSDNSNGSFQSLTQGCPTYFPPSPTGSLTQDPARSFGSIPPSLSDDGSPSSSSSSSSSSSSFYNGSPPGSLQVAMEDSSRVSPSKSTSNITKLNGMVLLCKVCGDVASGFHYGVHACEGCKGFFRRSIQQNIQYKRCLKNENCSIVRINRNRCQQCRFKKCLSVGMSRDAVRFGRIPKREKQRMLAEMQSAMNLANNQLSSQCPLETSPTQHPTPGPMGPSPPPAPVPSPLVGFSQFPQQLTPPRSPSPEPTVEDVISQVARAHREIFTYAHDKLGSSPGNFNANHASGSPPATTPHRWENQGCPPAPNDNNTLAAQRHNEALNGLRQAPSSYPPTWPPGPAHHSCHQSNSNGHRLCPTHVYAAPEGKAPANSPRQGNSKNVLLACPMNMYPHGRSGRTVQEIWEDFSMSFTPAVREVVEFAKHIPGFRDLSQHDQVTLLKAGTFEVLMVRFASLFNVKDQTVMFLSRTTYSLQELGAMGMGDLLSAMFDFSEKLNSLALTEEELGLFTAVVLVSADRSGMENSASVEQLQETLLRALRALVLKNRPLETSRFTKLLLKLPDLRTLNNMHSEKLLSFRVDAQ
* = called active by the depositor; . = no result given; & = joins results of further samples. Not all compounds are listed. The share of hits here may be higher or lower than overall.

SMILES | LEDGF integ inh | PG9 Ab binder | PRMT1 inh | HTRA1 inh | rCAG RNA binder | MBD2 DNA inh | UHRF1 binding | mABHD4 FP | TCR CD3 inh | Rev-erbA mod
COc1ccc(N2Cc3ccccc3C2)cc1Cl | 0 | -1.5 | 3 | -1 | 16 | -3 | -5 | 11 | 3 | -1
Cc1ccc(OCC(=O)Nc2ccccc2Sc2ccc(Cl)cc2)c([N+](=O)[O-])n1 | 0 | 0.2 | 0 | -22 | -3 | 4 | -2 | -8 | 5 | -3
COc1ccc(-c2ccc3c(c2)[C@@H]2C[C@H]4[C@@H](C(=O)N2CC3)[C@H](C)ON4C)cc1 | 1 | -1.0 | -8 | 5 | 2 | 5 | -4 | -4 | -1 | 9
CCNc1ccc(C(=O)OCC)cc1NC(=O)c1cccc(N(C)C)c1 | -3 | -3.5 | -2 | -8 | 1 | -5 | -1 | 8 | 5 | -7
COc1ccc(Cl)cc1NC(=O)CN(C)C(=O)c1ccc2c(c1)OCCO2 | -4 | 1.8 | 2 | -1 | -3 | 2 | 3 | -1 | -10 | -6
COc1ccc(C)cc1NC(=O)CCCN1C(=S)NC(C)(C)CC1C (stereo unspecified) | -1 | 0.3 | -1 | 2 | -5 | 1 | 2 | -3 | -6 | 1
COc1ccc(CN2C[C@H](C)[C@@H](CC(=O)NCc3ccccc3)C2=O)cc1 | -1 | -0.7 | 0 | 1 | -6 | 4 | -3 | 6 | 0 | 1
COc1ccc(OC)c(S(=O)(=O)N2CCC(C(=O)N3CCN(C4CCCCC4)CC3)CC2)c1 | -3 | . | 0 | . | 0 | 3 | 2 | 6 | . | 0
O=C(O)CN1C(=O)/C(=C\c2cc(Br)ccc2OCc2ccccc2Cl)SC1=S | 4 | -1.6 | 13 | -112 | 78* | 0 | -2 | -17 | 13 | -3
COc1ccc(CSc2ccc(S(=O)(=O)N3CCCC3)cn2)cc1F | 2 | 0.0 | 5 | -10 | 3 | -6 | 0 | -7 | 4 | 7
O=C(NCCc1ccccc1)C1CCN(C2CCN(Cc3ccc(CO)o3)CC2)CC1 | 4 | -3.3 | -3 | 4 | 3 | -2 | 2 | -7 | -7 | 4
Nn1c(SCc2ccc(F)cc2)nnc1-c1cccnc1 | 1 | -0.6 | -2 | 8 | 2 | 1 | 0 | 2 | 2 | 0
CN(c1ccccc1)S(=O)(=O)c1ccc(C(=O)Nc2nccs2)cc1 | -4 | -1.7 | 1 | 5 | 1 | 1 | 0 | 1 | 4 | -4
O=C(c1cnn2c(C(F)(F)F)cc(-c3ccc4c(c3)OCO4)nc12)N1CCCCC1 | -1 | 1.4 | 4 | -1 | -3 | 0 | 1 | 5 | -4 | 0
CCOc1ccc2c(c1)/C(=N/N1C(=O)c3ccccc3C1=O)C(=O)N2 | 0 | -7.6 | 2 | -2 | 5 | -11 | -10 | 5 | -10 | 0
COc1ccc(CC(NC(=O)c2ccccc2)C(=O)NCC(=O)O)cc1 (stereo unspecified) | 3 | -1.4 | 0 | -3 | 1 | 5 | 0 | 5 | 8 | -2
COc1ccc(Cc2c(-c3ccc(F)cc3)nc3c4ccccc4ccn23)c(C)c1 | 2 | -0.5 | -2 | . | 4 | 4 | 13 | -10 | 6 | -2
COc1ccc(C2=NOC(C(=O)Nc3cc(Br)ccc3O)C2)cc1OC (stereo unspecified) | 4 | -2.6 | -1 | -17 | 13 | 0 | 2 | -14 | -4 | -6
Cc1ccc(S(=O)(=O)N2[C@@H](c3ccccc3F)C(C(=O)O)=CC[C@H]2c2ccc(Cl)c(Cl)c2)cc1 | 4 | 2.1 | -1 | -45 | 74* | 0 | 4 | 26 | 1 | 2
C[n+]1ccc(/C=C/c2ccccc2O)c2ccccc21 | -1 | -14 | 7 | 1 | 2 | -3 | 3 | -5 | 2 | 4
COc1ccc(N2CCN(C(=O)CSc3nnc(NC(=O)C4CCC4)s3)CC2)cc1 | 3 | 0.6 | -8 | -7 | -3 | -4 | 7 | -1 | 1 | -16
O=C(c1cc(-c2cccc(Br)c2)nc2ccccc12)N1CCCC1 | 3 | -1.8 | -5 | -18 | 1 | 5 | -2 | -7 | 0 | 0
CCCOC(=O)Nc1cc(OC)c(Cl)cc1OC | 1 | 0.8 | 0 | 2 | -3 | -4 | -1 | 8 | 12 | -2
Cc1ccc(C)c(NC(=O)CN(C)C(C)C(=O)N2CC(C)CC(C)C2)c1 (stereo unspecified) | 1 | 3.2 | 1 | 5 | -8 | 6 | 0 | 5 | -4 | 2
C[C@H]1CN([C@@H](C)CO)C(=O)Cc2cc(NC(=O)CCC(F)(F)F)ccc2O[C@H]1CN(C)CC1CC1 | 2 | 0.2 | -2 | 4 | -9 | -3 | 0 | 0 | 1 | -6
Fc1ccc(-c2nc3c(-c4ccccc4)cnn3cc2CCN2CCOCC2)cc1 | 2 | -2.1 | -5 | 7 | -7 | -2 | 2 | 4 | -2 | -1
Cc1c(C)c2ccc(OCC(=O)NC(Cc3ccc(Cl)cc3)C(=O)O)cc2oc1=O (stereo unspecified) | -1 | 1.7 | -2 | 5 | 21 | 4 | -3 | 0 | 11 | -6
Cn1c(SCC(=O)NCCc2ccccc2)nc2c([nH]c3ccccc32)c1=O | 2 | -3.1 | -1 | 1 | 1 | 2 | 16 | 1 | -1 | 7
Cc1ccc2c(C)c(C(=O)NCc3ccc(S(N)(=O)=O)cc3)oc2c1C | 4 | 2.7 | 0 | 3 | 2 | 4 | 2 | -12 | 2 | 1
O=C(C[n+]1cccc2ccccc21)c1ccc(Cl)cc1 | -3 | -0.3 | 4 | 0 | 5 | 1 | 0 | 0 | -1 | -3
CC(C)Cc1ccc(S(=O)(=O)N2CCN(C(=O)c3ccco3)CC2)cc1 | 0 | 0.3 | -2 | -9 | -6 | -6 | -2 | 0 | 2 | 5
COCCn1c(NC(=S)NC(=O)C23CC4CC(CC(C4)C2)C3)cc(=O)[nH]c1=O | 0 | -0.1 | 2 | 8 | 2 | 2 | -3 | -6 | 4 | -5
O=C(O)c1cn(-c2ccc(F)cc2)c2cc(N3CCNCC3)c(F)cc2c1=O | -3 | -1.4 | 4 | 3 | 2 | 6 | 2 | -10 | 5 | 1&8
O=C(Nc1c2c(nn1-c1ccc(Cl)cc1)CS(=O)(=O)C2)c1ccc2c(c1)OCO2 | 2 | 0.9 | -1 | -1 | 2 | 1 | 1 | 8 | 4 | -3
O=C1N=C(N2CCOCC2)S/C1=C\c1ccccc1OS(=O)(=O)c1ccccc1 | 10 | -1.1 | -4 | 5 | 2 | 2 | 4 | -9 | -5 | 4
NC(=O)C1CCN(c2nnnn2-c2ccccc2)CC1 | -2 | 1.1 | 0 | 3 | -5 | 2 | 0 | -10 | -7 | 1
COc1ccccc1Nc1cc(C(=O)NCc2cccnc2)c2ccccc2n1 | 2 | -1.0 | -7 | 0 | 5 | 4 | 1 | -4 | 5 | 5
O=C(NCCCN1CCOCC1)c1ccccc1NS(=O)(=O)c1cc([N+](=O)[O-])ccc1Cl | -1 | -1.6 | -2 | 13 | 27 | 3 | 0 | 7 | 4 | 6
COc1ccc(/C=N/NC(=O)c2ccc(Br)cc2)cc1Cn1cc(Cl)cn1 | -1 | 0.1 | -1 | -12 | 4 | 1 | 3 | -9 | -5 | 0
O=C(NNC1=NS(=O)(=O)c2ccccc21)c1cccc([N+](=O)[O-])c1 | 0 | -3.0 | 3 | -3 | -3 | -1 | -1 | 2 | 1 | 4

2 entries from above, with values under each structure.
Results follow in this order: LEDGF integ inh, PG9 Ab binder, PRMT1 inh, HTRA1 inh, rCAG RNA binder, MBD2 DNA inh, UHRF1 binding, mABHD4 FP, TCR CD3 inh, Rev-erbA mod
> COc1ccc(CN2C[C@H](C)[C@@H](CC(=O)NCc3ccccc3)C2=O)cc1
 : -1, -0.7, 0, 1, -6, 4, -3, 6, 0, 1
> COc1ccc(OC)c(S(=O)(=O)N2CCC(C(=O)N3CCN(C4CCCCC4)CC3)CC2)c1
 : -3, ., 0, ., 0, 3, 2, 6, ., 0

Continuation.
SMILES | LEDGF integ inh | PG9 Ab binder | PRMT1 inh | HTRA1 inh | rCAG RNA binder | MBD2 DNA inh | UHRF1 binding | mABHD4 FP | TCR CD3 inh | Rev-erbA mod
CCN(CC)C(=O)Cn1cc(C(=O)C(=O)N2CCN(C)CC2)c2ccccc21 | 0 | -4.4 | -3 | 5 | 0 | 3 | 0 | -4 | 0 | -2
CCN(C(=O)CSc1nc2nc(C)cc(C)n2n1)C1CCS(=O)(=O)C1 (stereo unspecified) | -4 | -0.8 | 3 | 4 | 3 | 0 | 6 | 2 | 4 | 0
CCCN(CCC)S(=O)(=O)c1cc(Br)cc2c1N(C(=O)CC)CC2 | 0 | -1.5 | 2 | -10 | -5 | 1 | -1 | -8 | -1 | -2
Cc1cc(C)c2nc(NC(=O)[C@@H](NC(=O)c3cccc(S(=O)(=O)N4CCOCC4)c3)C(C)C)sc2c1 | -5 | -0.6 | 0 | -27 | 12 | 1 | -1 | -16 | -1 | 1
Nc1nnc2cc(F)ccc2n1 | 0 | -1.9 | -1 | 3 | 4 | -5 | -5 | 0 | 3 | -4
CC1=CCC2C(=O)N(c3cccc(C(=O)NC(C)c4ccccc4)c3)C(=O)C2C1 (stereo unspecified) | 0 | -0.5 | -1 | -1 | 6 | 1 | 1 | -3 | -2 | -2
COc1cccc(C(=O)NNC(=O)c2ccccc2)c1 | 0 | 0.5 | -2 | -8 | -1 | 4 | -1 | -6 | 0 | 3
O=C(O)/C=C\C(=O)NCc1ccccc1 | 2 | 0.9 | 4 | 4 | 0 | 4 | 0 | 1 | -3 | 4
C=C(C)COc1ccc(-c2[nH]ncc2-c2ccccc2OC)c(O)c1 | -9 | 0.5 | 5 | -6 | 9 | 5 | 3 | -37 | -6 | 8
Cc1nc(-c2ccc(S(=O)(=O)NCc3cccnc3)s2)cs1 | 4 | -1.7 | -3 | 3 | 4 | 1 | 1 | 0 | 7 | -7
Nc1cccnc1Oc1ccc(F)cc1 | 3 | -0.8 | -1 | 9 | -2 | -2 | -3 | 0 | -8 | -2
CC(=O)NC(c1ccc(F)c(F)c1)c1nc(-c2ccccc2C)cs1 (stereo unspecified) | 0 | -1.6 | 0 | . | 2 | -8 | 0 | 1 | 1 | -5
O=C1NC[C@@H](CCCCN2CCN(CCc3ccccc3)C(=O)C2=O)N(CCC2CCCCC2)C1=O | 1 | 0.5 | -10 | . | 0 | -1 | -2 | 5 | -1 | -2
CCCc1c(C(=O)N/N=C/c2cccnc2)nnn1-c1nonc1N | 0 | -0.6 | 6 | 7 | -4 | 6 | -1 | 8 | -1 | -1
COc1ccc(CCNC(=O)CSc2nc3ccsc3c(=O)n2Cc2ccccn2)cc1OC | -1 | 1.3 | 1 | 2 | 1 | 0 | 2 | 3 | 1 | -4
CCCC(=O)N1c2ccc(-c3csc(N)n3)cc2CC1C (stereo unspecified) | -3 | -3.3 | 3 | -5 | 5 | -1 | 0 | 6 | 5 | 5
O=C1NC2=C(CCc3ccccc32)C(c2ccc(Br)cc2)N1 (stereo unspecified) | -3 | -0.6 | 4 | -13 | 3 | -3 | -3 | 0 | -2 | -1
CC(=O)NC(C)(c1ccccc1)c1nc(/C=C/c2ccccc2)cs1 (stereo unspecified) | 1 | -1.4 | 0 | . | 3 | 0 | -1 | -14 | -6 | -4
COC(=O)c1[nH]c2cccc(OC)c2c1NC(=O)CN1CC2(C)CC1CC(C)(C)C2 (stereo unspecified) | -4 | -0.4 | -3 | -4 | -4 | 3 | 0 | 3 | 4 | 3
